Screens: PubChem BioAssay, Fisher Drug Discovery Resource Center
mcGAS lum: cyclic GMP-AMP synthase inhibitors, mouse, primary biochemical chemiluminescence | AID 1259399, 2018 | recombinant cGAS, Kinase-Glo ATP depletion luminescence | inhibition, % at 12.5 µM | hit rate 0.15% among 160,000 | Q8C6L5;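 further: 0% = negative control wells and 100% = reference inhibitor with no enzyme activity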
NPYLR7 agonist: agonists of mosquito NPYLR7 receptor, primary screen, cell-based, Aedes aegypti, calcium fluorescence, mosquito biting behavior; Aedes aegypti neuropeptide Y-like receptor 7 (NPYLR7); HEK293T NPYLR7/Galpha15, GCaMP6s calcium fluorescence; activation, % at 10 µM; hit rate 0.15% among 270,000; in the data active means activation above about 40%;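 further: 0% = vehicle and 100% = reference agonist at the receptor; some compounds past the cut are filed as inactive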
hcGAS inh: Primary biochemical luminescence assay for human cyclic GMP-AMP synthase inhibitors | Q8N884 | recombinant h-cGAS, ATP depletion, Kinase-Glo luminescence | inhibition, % at 12.5 µM | hit rate 0.081% among 290,000;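 further: 0% = vehicle reaction and 100% = reaction without DNA for no activity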
Target sequence (Q8N884 whole entry, looked up): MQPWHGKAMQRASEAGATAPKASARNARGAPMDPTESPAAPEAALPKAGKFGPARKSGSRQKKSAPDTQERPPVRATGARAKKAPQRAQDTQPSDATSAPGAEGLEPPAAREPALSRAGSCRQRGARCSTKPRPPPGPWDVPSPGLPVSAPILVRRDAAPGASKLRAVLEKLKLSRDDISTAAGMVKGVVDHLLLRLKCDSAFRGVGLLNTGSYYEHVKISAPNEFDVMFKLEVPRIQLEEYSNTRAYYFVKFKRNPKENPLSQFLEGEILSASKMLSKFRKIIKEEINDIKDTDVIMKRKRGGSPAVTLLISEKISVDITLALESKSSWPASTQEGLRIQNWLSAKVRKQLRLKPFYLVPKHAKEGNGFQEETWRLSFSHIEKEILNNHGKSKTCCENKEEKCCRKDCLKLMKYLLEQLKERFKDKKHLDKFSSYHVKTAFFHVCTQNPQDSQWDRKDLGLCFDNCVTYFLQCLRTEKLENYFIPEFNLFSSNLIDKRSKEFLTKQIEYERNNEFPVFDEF
* = called active by the depositor; & = joins results of further samples. Unless noted, no stated cut-off is given here; in the data, active means inhibition above about 40%; inactive means the rest.

How did CC1CN(C(=O)NCCc2ccc(N(C)C)cc2)CC(C)O1 (stereo not drawn) do in these assays?
NPYLR7 agonist: 6; hcGAS inh: -4

What do the screens show for `Cc1nccn1-c1ccc(-c2ccc(C(C)N3CCOCC3)cc2)nn1` (stereo not drawn)?
mcGAS lum: -18; NPYLR7 agonist: 0; hcGAS inh: 0

What do the screens show for `Cc1cccc(Cc2nc3c(c(N4CCOCC4)n2)CN(C(=O)Nc2ccc(Cl)c(Cl)c2)CC3)c1`?
mcGAS lum: -2; NPYLR7 agonist: -3; hcGAS inh: 0

Results for COc1cc(OC)cc(-c2nnc(NC(=O)c3ccc(F)cc3)o2)c1 ?
NPYLR7 agonist: -4; hcGAS inh: 3

Results for Cc1ccc(-n2ncc3c(=O)[nH]c(-n4nc(C)cc4NC(=O)Cc4cccc5ccccc45)nc32)cc1 ?
mcGAS lum: -4; hcGAS inh: 0

Results for CCN1C(=O)C(=Cc2cccc(O)c2)SC1=S ?
NPYLR7 agonist: -2; hcGAS inh: -5

How did COCCNC(=O)c1ccc(CSc2nnc(-c3cccs3)n2-c2ccc(F)cc2)cc1 do in these assays?
mcGAS lum: -6; NPYLR7 agonist: -6; hcGAS inh: -10

Results for COCC(O)CN(C)Cc1cc(F)cc(Br)c1 (stereo not drawn) ?
NPYLR7 agonist: 5; hcGAS inh: -8

How did CC1Cc2nc(SCC(=O)NCCc3ccccc3)n(Cc3ccccc3)c(=O)c2S1 (stereo not drawn) do in these assays?
NPYLR7 agonist: -1; hcGAS inh: -8

Results for Cc1cc(C)c(C(=O)N2CCc3c(cnc(C)c3CNC(=O)/C=C/c3ccccc3)C2)[nH]1 ?
mcGAS lum: -8; NPYLR7 agonist: 3; hcGAS inh: -1

Results for Cc1ccccc1CSc1nc(=O)n(Cc2ccco2)c2c1CCC2 ?
mcGAS lum: -9; NPYLR7 agonist: 0; hcGAS inh: -8

How did N#CCc1cc(-c2ccccc2F)on1 do in these assays?
NPYLR7 agonist: -1; hcGAS inh: -11

What do the screens show for `CCCNc1cc(=O)n(-c2ccc(C)cc2)nc1C(=O)OCC`?
NPYLR7 agonist: 0; hcGAS inh: -4

What do the screens show for `CCC(C)Nc1cc(C(C)C)nc2c(-c3ccccc3)c(C)nn12` (stereo not drawn)?
mcGAS lum: -6; NPYLR7 agonist: -5; hcGAS inh: 0

What do the screens show for `O=S(=O)(Cc1ccc(Cl)cc1)c1ccc(N2CCN(c3ccccn3)CC2)nn1`?
mcGAS lum: -1; NPYLR7 agonist: 2; hcGAS inh: 0

How did COc1ccccc1-n1c(-c2ccccc2)c[n+]2c1CCc1ccccc1-2 do in these assays?
mcGAS lum: -2; NPYLR7 agonist: 4; hcGAS inh: 6

Results for CCCC(=O)N1CCC(NC(c2cccnc2)c2ccc(C)cc2C)CC1 (stereo not drawn) ?
mcGAS lum: -13; hcGAS inh: -2

What do the screens show for `C=CCN1C(=O)NC(NC(=O)c2ccc(C)cc2)(C(F)(F)F)C1=O` (stereo not drawn)?
NPYLR7 agonist: 32; hcGAS inh: -6

Results for CCc1nc(C2CC(=O)Nc3c2cnn3-c2ccccc2)c(C)[nH]1 (stereo not drawn) ?
mcGAS lum: -3; NPYLR7 agonist: 0; hcGAS inh: 1

What do the screens show for `C=CCSc1nc2c(c(=O)[nH]1)C(c1cccc(F)c1)C(C(=O)OCC)=C(C)N2` (stereo not drawn)?
NPYLR7 agonist: -5; hcGAS inh: -1

Results for Nc1cc(C(=O)N2CCCC3(CCC(=O)N(C4CCCC4)C3)C2)[nH]n1 (stereo not drawn) ?
mcGAS lum: -6; hcGAS inh: -11

Results for Cc1noc(CN(C)C(=O)CCn2nc(C)c(C)c2C)n1 ?
NPYLR7 agonist: -1; hcGAS inh: -2

Results for Cc1ccc(-c2ccc(CCC(=O)NCc3ncccc3C)n2-c2ccc(CC#N)cc2)c(C)c1 ?
mcGAS lum: -5; NPYLR7 agonist: 23; hcGAS inh: -1

What do the screens show for `O=C(NCc1cccc(C(F)(F)F)c1)c1cc(-c2ccccc2F)nn1-c1cccc(Cl)c1`?
mcGAS lum: -6; hcGAS inh: -5

Results for CCc1nc2c(OCCOc3ccccc3)cccn2c1N(C)C(=O)c1ccc(C)cc1 ?
mcGAS lum: -1; NPYLR7 agonist: -1; hcGAS inh: -2

How did CCCCN1CCN(c2cc(C)nc(-c3cccnc3)n2)CC1=O do in these assays?
NPYLR7 agonist: 6; hcGAS inh: -3

Results for Cc1ccc(N2CCN(c3cc(Oc4ccc(F)c(F)c4)ncn3)CC2)cc1 ?
mcGAS lum: -3; NPYLR7 agonist: 4; hcGAS inh: -5

What do the screens show for `Cc1ccccc1CC1(C)C(=O)Nc2ccc(Cl)cc21` (stereo not drawn)?
mcGAS lum: -3; NPYLR7 agonist: 10; hcGAS inh: -1

How did COc1ccc(S(=O)(=O)Oc2cccc(CNCc3ccc(F)cc3)c2)cc1 do in these assays?
mcGAS lum: -5; NPYLR7 agonist: -4; hcGAS inh: -2

What do the screens show for `COc1ccc(OC)c(NC(=O)NC(C)(C)Cc2c[nH]c3ccccc23)c1`?
mcGAS lum: -4; NPYLR7 agonist: 4; hcGAS inh: -5

What do the screens show for `Cc1nn(Cc2ccccc2)c(=O)c2c1cnn2C(C)(C)C`?
NPYLR7 agonist: 9; hcGAS inh: -3

Results for CNC(=O)C(CC(C)C)NC(=O)c1csc(-c2ccccc2)n1 (stereo not drawn) ?
NPYLR7 agonist: 4; hcGAS inh: -1

Results for O=C(NCc1cccc(CO)c1)c1ccccc1-c1cncnc1 ?
mcGAS lum: -11; NPYLR7 agonist: -5; hcGAS inh: -9

How did COc1cc(OC)cc(C(=O)N2CCN(C(=O)CSc3nnc(-c4ccco4)n3-c3ccc(C)cc3)CC2C)c1 (stereo not drawn) do in these assays?
mcGAS lum: -6; hcGAS inh: -7

What do the screens show for `CCN(CC(=O)NC)S(=O)(=O)N(C)C1CCCCC1`?
NPYLR7 agonist: -1; hcGAS inh: -4

How did O=C(c1ccc(=O)n(Cc2cccc(F)c2)n1)N1CCCc2ccccc21 do in these assays?
NPYLR7 agonist: -1; hcGAS inh: -1

How did CN(C)c1ccc(N)cc1CN(Cc1ccc(F)cc1)C(=O)Nc1cccc(F)c1 do in these assays?
NPYLR7 agonist: -1; hcGAS inh: -5

What do the screens show for `CCC(NC1CCN(c2nc(C)c3cc(C)c(C)cc3n2)CC1)c1ccncc1` (stereo not drawn)?
mcGAS lum: -10; NPYLR7 agonist: 12&15; hcGAS inh: -9&-8

How did CC(C)C(=O)N1CCC(NC(=O)/C=C/c2cnn(C)c2)CC1 do in these assays?
NPYLR7 agonist: 3; hcGAS inh: -1

How did O=[N+]([O-])c1cccc(CN2CCCn3cccc3C2c2cccc(Cl)c2)c1 (stereo not drawn) do in these assays?
mcGAS lum: -1; NPYLR7 agonist: 4; hcGAS inh: 0

By substructure, the entries above containing a cyano group.
How did N#CCc1cc(-c2ccccc2F)on1 do in these assays?
NPYLR7 agonist: -1; hcGAS inh: -11

Results for Cc1ccc(-c2ccc(CCC(=O)NCc3ncccc3C)n2-c2ccc(CC#N)cc2)c(C)c1 ?
mcGAS lum: -5; NPYLR7 agonist: 23; hcGAS inh: -1

Following part:
How did COc1ccc(C(=O)NCCn2ncc3c(=O)n(Cc4ccccc4C)cnc32)cc1OC do in these assays?
mcGAS lum: -8; NPYLR7 agonist: -6; hcGAS inh: -4

What do the screens show for `CN1C(=O)N(CC(=O)Nc2nccs2)C(=O)C12CCCCC2`?
NPYLR7 agonist: -4; hcGAS inh: -4

Results for O=C1Nc2c(c3ccccc3oc2=O)Nc2ccccc21 ?
mcGAS lum: -6; NPYLR7 agonist: 3; hcGAS inh: 0

What do the screens show for `Cc1ccc(CN(C)S(=O)(=O)c2c(C)noc2/C=C/N(C)C)cc1`?
mcGAS lum: -1; NPYLR7 agonist: 2; hcGAS inh: 2

Results for c1ccc2oc(CN3CCCn4cncc4C3)cc2c1 ?
NPYLR7 agonist: 1; hcGAS inh: 0

Results for Cn1ncc([N+](=O)[O-])c1C(=O)Nc1cccc([N+](=O)[O-])c1 ?
NPYLR7 agonist: -3; hcGAS inh: -1

Results for C=C(C)COc1ccccc1NC(=O)CCC(=O)O ?
NPYLR7 agonist: 9; hcGAS inh: -2

How did Cc1cc(C)n(-c2cc(Oc3ccccc3)nc(-c3ccccc3)n2)n1 do in these assays?
NPYLR7 agonist: 1; hcGAS inh: -4

Results for COCCN(CC(=O)N(CCc1c[nH]c2ccccc12)Cc1ccc(C(F)(F)F)cc1)C(=O)Nc1ccc(Br)cc1 ?
mcGAS lum: -6; NPYLR7 agonist: 22; hcGAS inh: -6

Results for CC(C)CN(C(=O)c1ccc(Cn2ccnc2)cc1)C1CC1 ?
NPYLR7 agonist: 1; hcGAS inh: -8

Results for CCNC(=O)NC1=N[C@@]23CO[C@H](c4ccccc4)C[C@@H]2CC(=O)[C@H]3S1 ?
mcGAS lum: -9; NPYLR7 agonist: 1; hcGAS inh: 5

What do the screens show for `O=C(C1CC1)N1CC(CN2CCc3ccccc3C2)C(c2cccc(C(F)(F)F)c2)C1` (stereo not drawn)?
mcGAS lum: 1; hcGAS inh: -1

How did Cc1ccc(CNC2CN(C(C)C)CC2C)s1 (stereo not drawn) do in these assays?
NPYLR7 agonist: 0; hcGAS inh: -19

Results for O=C(NCCO)C1CCCN(C2CCN(CCc3ccccc3)CC2)C1 (stereo not drawn) ?
mcGAS lum: -12; NPYLR7 agonist: 11; hcGAS inh: -7

What do the screens show for `O=c1[nH]c(CSc2nnc(Cc3cccs3)n2C2CCCCC2)nc2ccsc12`?
NPYLR7 agonist: 3; hcGAS inh: -7

What do the screens show for `COc1cccc(Cc2nc3c(c(N4CCOCC4)n2)CN(C(=O)c2cccc(C(F)(F)F)c2)CC3)c1`?
mcGAS lum: -4; NPYLR7 agonist: 20; hcGAS inh: -3

How did Cc1ccc(-c2csc3nc(CSc4nnnn4C4CC4)[nH]c(=O)c23)s1 do in these assays?
mcGAS lum: -5; NPYLR7 agonist: -5; hcGAS inh: -5

What do the screens show for `O=C(OCc1ncc(-c2ccccc2)o1)c1n[nH]c2ccccc2c1=O`?
NPYLR7 agonist: 0; hcGAS inh: 9

Results for COc1ccccc1N1CCN(C(=O)c2cc(-c3ccc(Cl)cc3)n(-c3ccc(C)cc3)c2C)CC1 ?
mcGAS lum: 0; NPYLR7 agonist: -8; hcGAS inh: -3

Results for COC(=O)C1=C(O)/C(=C\c2ccc(C)cc2O)SC1=Nc1ccc(Cl)cc1 ?
mcGAS lum: -6; NPYLR7 agonist: -6; hcGAS inh: -7

Quoted at random: 4 entries already listed
What do the screens show for `O=c1[nH]c(CSc2nnc(Cc3cccs3)n2C2CCCCC2)nc2ccsc12`?
NPYLR7 agonist: 3; hcGAS inh: -7

Results for CCNC(=O)NC1=N[C@@]23CO[C@H](c4ccccc4)C[C@@H]2CC(=O)[C@H]3S1 ?
mcGAS lum: -9; NPYLR7 agonist: 1; hcGAS inh: 5

Results for COc1ccccc1N1CCN(C(=O)c2cc(-c3ccc(Cl)cc3)n(-c3ccc(C)cc3)c2C)CC1 ?
mcGAS lum: 0; NPYLR7 agonist: -8; hcGAS inh: -3

How did Cc1ccc(-c2csc3nc(CSc4nnnn4C4CC4)[nH]c(=O)c23)s1 do in these assays?
mcGAS lum: -5; NPYLR7 agonist: -5; hcGAS inh: -5

The list goes on:
What do the screens show for `O=C(c1cc(=O)c(OCc2ccc(F)cc2)c[nH]1)N1CCN(c2ccccc2F)CC1`?
NPYLR7 agonist: 2; hcGAS inh: -15

What do the screens show for `Cc1ccsc1C(=O)N1CCC1(C)C(=O)NCc1ccccc1Br` (stereo not drawn)?
mcGAS lum: -6; NPYLR7 agonist: 0; hcGAS inh: -6

Results for Cc1ccc(Cc2nnc(N(C)c3ccccc3)[nH]c2=O)cc1 ?
NPYLR7 agonist: 10; hcGAS inh: -9

How did Cc1[nH]nc(SCC(=O)N2C(C)CCCC2C)c1[N+](=O)[O-] (stereo not drawn) do in these assays?
NPYLR7 agonist: -4; hcGAS inh: 4

What do the screens show for `c1cncc(CN2CCCN(Cc3cc4n(n3)CCNC4)CC2)c1`?
mcGAS lum: -10; NPYLR7 agonist: -3; hcGAS inh: -7

Results for Cc1cc(OC(=O)c2c(F)cccc2Cl)c([N+](=O)[O-])c(=O)[nH]1 ?
mcGAS lum: -8; NPYLR7 agonist: 8; hcGAS inh: -2

How did COc1ccc(S(=O)(=O)N(CC(=O)N2CCc3sccc3C2c2ccc(Cl)cc2Cl)C2CC2)cc1 (stereo not drawn) do in these assays?
mcGAS lum: -3; hcGAS inh: -1

How did CCCc1cnc2c(c1SC(CC)C(=O)O)c(=O)n(C)c(=O)n2C (stereo not drawn) do in these assays?
mcGAS lum: -8; NPYLR7 agonist: 8; hcGAS inh: -6

How did CS(=O)(=O)Nc1cccc(-c2cncc(Nc3cccc([N+](=O)[O-])c3)c2)c1 do in these assays?
mcGAS lum: 2; NPYLR7 agonist: -7; hcGAS inh: 1

Results for COc1ccc(C)cc1N1C(=O)C(c2c(C)[nH]n(-c3ccc(Cl)cc3)c2=O)=C(N2CCOCC2)C1=O ?
mcGAS lum: -8; NPYLR7 agonist: -8; hcGAS inh: -8

What do the screens show for `CCN(C(=O)Nc1ccccc1Br)C(C)c1nc2ccccc2c(=O)n1-c1cc(C)ccc1C` (stereo not drawn)?
mcGAS lum: -5; NPYLR7 agonist: 1; hcGAS inh: -7

What do the screens show for `CCOC(=O)c1cnc2cc(=O)[nH]n2c1C`?
NPYLR7 agonist: 0; hcGAS inh: 7
